Screening results deposited in PubChem by several laboratories.
Ba/F3 V617F tox: lowers viability of Ba/F3 cells expressing EpoR and JAK2V617F; ATP luminescence; inhibition, % at 5.6 µM; 220,000 compounds, 1.1% hits;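 active means inhibition above the campaign mean plus 3 SD over all tested compounds, cut at about 24% in these data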;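 further: cytokine-independent growth of Ba/F3 cells driven by EpoR plus mutant JAK2; 0% = DMSO-treated cells and 100% = JAK inhibitor I control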
CHOP inhibitor: CHOP inhibition in unfolded protein response. AID 2732. inhibition, % at 10 µM. 220,000 compounds, 3.8% hits. CHO-K1 CHOP-promoter luciferase, tunicamycin-induced, 15-18 h;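 active means compounds that reduced the stress-induced luciferase reporter signal by more than about 70% of percent inhibition, limit read from the data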;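 further: 0% = tunicamycin plus vehicle and 100% = wells without tunicamycin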
TRPN1 ag: zebrafish TRPN1 (NompC) channel agonism; HEK293 zebrafish TRPN1-YFP, Fluo-8 calcium fluorescence; 100% = response to 87 µM carbachol; activation, % at 3 µM; 220,000 compounds, 0.18% hits; AID 1424;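 active means activation above its plate's cutoff, the mean activation of test wells on that plate plus 3 SD, cut at about 19% in these data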;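 further: 0% = DMSO alone and 100% = 87 µM carbachol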
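Assay system: Zebrafish TRPN1-YFP in HEK293 cells | Incubation: Dye loading 1 h at 37 °C, then 30 min room temperature | Measured by: Kinetic Fluo-8 fluorescence, ex 470-495, em 515-575 nm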
BaF3 parental: parental Ba/F3 viability inhibition as JAK2V617F counter-screen | CellTiter-Glo ATP luminescence | inhibition, % at 5.6 µM | 220,000 compounds, 1.1% hits | AID 1486;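 active means inhibition above a per-campaign cutoff, the mean inhibition of all tested compounds plus 3 SD, cut at about 27% in these data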;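 further: 0% = DMSO wells and 100% = JAK Inhibitor I control wells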
TRPML3 agonist: human mucolipin-3 channel agonism; activation, % at 3 µM; AID 1448; Q8TDD5; 220,000 compounds, 0.29% hits; HEK293 TRPML3-YFP, Fluo-8 calcium fluorescence; 100% = the carbachol control signal;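 active means activation above its plate's cutoff, the mean activation of the plate's test wells plus 3 SD, cut at about 12% in these data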;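 further: 0% = DMSO only wells and 100% = carbachol wells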
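Material: TRPML3-YFP stable HEK293 cells | Dosing: One concentration, 3 µM nominal, 0.3% DMSO | Timing: 125 s total fluorescence read per well | Technique: Fluo-8 calcium dye fluorescence, ex 470-495, em 515-575 nm | Measure: Percent activation from peak-to-basal fluorescence ratio, scaled between DMSO and carbachol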
RBBP9 inh: human RBBP9 hydrolase inhibition; O75884; recombinant RBBP9, FP-Rh probe fluorescence polarization; inhibition, % at 7.94 µM; 220,000 compounds, 0.2% hits; AID 1515;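 active means inhibition above the campaign mean of all tested compounds plus 3 SD, cut at about 14% in these data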;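 further: plate controls were DMSO wells with RBBP9 for no effect and wells lacking RBBP9 protein for full effect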
Target sequence (O75884 whole entry, looked up): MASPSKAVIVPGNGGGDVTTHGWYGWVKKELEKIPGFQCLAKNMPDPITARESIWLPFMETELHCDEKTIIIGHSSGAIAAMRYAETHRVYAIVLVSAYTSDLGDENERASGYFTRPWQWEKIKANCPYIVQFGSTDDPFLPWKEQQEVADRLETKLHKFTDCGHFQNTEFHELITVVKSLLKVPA
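Measured by – fluorescence polarization · Test system – RBBP9 protein · Input – 2.5 µM RBBP9 dispensing solution, before mixing · Measure – percent inhibition from mP, scaled between DMSO and no-protein wells · Benchmarks – DMSO-treated enzyme wells and wells lacking RBBP9 · Times – preincubation 30 min plus labeling 45 min at 25 °C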
Wee1 stabilizer: blocks degradation of human Wee1 kinase; P30291; HeLa Luc-Wee1K328M stability, luciferase luminescence; 100% = proteasome inhibitor MG132 effect; reporter increase, % at 5 µM; 220,000 compounds, 1.2% hits;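 active means activation above the mean of all tested compounds plus 3 SD, set per screening run, cut at about 8.8% in these data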;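 further: cells exposed to compound for 20 h before luminescence read; 0% = DMSO alone and 100% = MG132 at 30 µM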
Target sequence (P30291 whole entry K328M): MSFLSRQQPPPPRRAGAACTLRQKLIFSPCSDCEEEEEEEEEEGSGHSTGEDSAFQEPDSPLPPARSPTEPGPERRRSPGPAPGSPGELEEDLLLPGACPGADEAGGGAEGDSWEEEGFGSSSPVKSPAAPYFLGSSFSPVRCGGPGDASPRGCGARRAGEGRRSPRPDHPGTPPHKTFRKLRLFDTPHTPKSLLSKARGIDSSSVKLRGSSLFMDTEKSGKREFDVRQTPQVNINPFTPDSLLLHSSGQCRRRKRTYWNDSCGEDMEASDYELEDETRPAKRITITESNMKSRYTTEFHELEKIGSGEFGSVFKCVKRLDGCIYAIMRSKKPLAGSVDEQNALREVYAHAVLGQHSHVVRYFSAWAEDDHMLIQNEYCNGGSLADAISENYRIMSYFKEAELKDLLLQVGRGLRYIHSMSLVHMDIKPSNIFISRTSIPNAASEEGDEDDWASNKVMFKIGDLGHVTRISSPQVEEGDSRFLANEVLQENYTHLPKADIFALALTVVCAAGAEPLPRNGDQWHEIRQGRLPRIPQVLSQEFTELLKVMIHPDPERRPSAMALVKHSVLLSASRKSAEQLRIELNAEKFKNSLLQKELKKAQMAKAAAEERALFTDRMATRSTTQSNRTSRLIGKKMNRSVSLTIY
TNF death inh: blocks TNF-alpha induced death of Jurkat FADD-/- cells; Jurkat FADD-/- TNF necroptosis rescue, ATP luminescence, 24 h; 0 = TNF only, 100 = no-TNF cells; activation (protection from cell death), % at 10 µM; 220,000 compounds, 0.068% hits; AID 463075;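 active means activation, meaning protection from cell death, of at least 50% relative to plate controls; inactive means activation below 50%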;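 further: necroptosis triggered by 40 ng/mL TNF-alpha added together with compound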
PPC-1+TRAIL kill: kills PPC-1 cancer cells in the presence of TRAIL; PPC-1 cells + TRAIL, ATPLite viability luminescence; AID 1443; cell killing (% activity), % at 4 µM; 220,000 compounds, 0.41% hits;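 active means cell killing above 50% in the first pass at 4 µM, then a duplicate retest at 5 µM averaging 50% or more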;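 further: plate controls were cells with TRAIL plus DMSO for no effect and medium-only wells lacking cells for full effect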
An asterisk follows results filed as active; . = no result given.

SMILES	Ba/F3 V617F tox	CHOP inhibitor	TRPN1 ag	BaF3 parental	TRPML3 agonist	RBBP9 inh	Wee1 stabilizer	TNF death inh	PPC-1+TRAIL kill
O=C(CCC(=O)c1cccs1)Nc1ccc(N2CCCCC2)cc1	-0.7	36.8	1.8	3.7	0.7	-2.8	0.4	3.2	2.6
COc1ccc(N(CC(=O)N/N=C/c2cccs2)S(=O)(=O)c2ccccc2)cc1	2.4	22.4	1.6	11.7	-0.4	-12.9	4.5	1.3	-5.5
COc1ccc(S(=O)(=O)Nc2ccc3c(c2)OCO3)cc1OC	-7.0	-5.5	0.3	-1.2	0.2	-6.6	1.2	-0.3	-2.8
COc1ccc2[nH]c(=O)c(CN(C(=O)c3ccccn3)C3CCCCC3)cc2c1	1.0	8.2	1.0	1.4	0.2	-7.8	0.1	-11.6	-2.6
CN(C(=S)NC(=O)c1ccc(Br)o1)c1ccccc1	2.6	-0.2	-0.5	5.6	0.4	-3.0	-2.3	-0.6	0.0
CC(C)CNC(=O)c1cccc(NC(=O)c2ccc(NC(=O)c3ccco3)cc2)c1	-3.0	22.9	1.8	0.3	0.2	-7.2	5.5	1.0	8.8
CCn1c(-c2ccccc2)ccc(C#N)c1=O	-0.5	-26.6	-1.8	6.0	-0.8	2.5	1.4	-3.1	22.2
COCCCNS(=O)(=O)c1ccc(C)cc1	-2.5	-16.4	-0.6	2.4	0.8	-5.2	-0.2	1.0	-5.2
CN=c1scc(C)n1/N=C/c1ccc2c(c1)OCO2	-0.7	8.8	0.1	6.7	0.1	-4.9	2.4	-14.0	33.7
Cn1c(=O)c2[nH]c(-c3cccnc3)nc2n(C)c1=O	-2.5	8.3	1.1	2.4	-0.1	12.8	3.8	-0.1	13.2

Molecules shown so far that contain an NH in an aromatic ring, in the order listed:
SMILES	Ba/F3 V617F tox	CHOP inhibitor	TRPN1 ag	BaF3 parental	TRPML3 agonist	RBBP9 inh	Wee1 stabilizer	TNF death inh	PPC-1+TRAIL kill
COc1ccc2[nH]c(=O)c(CN(C(=O)c3ccccn3)C3CCCCC3)cc2c1	1.0	8.2	1.0	1.4	0.2	-7.8	0.1	-11.6	-2.6
Cn1c(=O)c2[nH]c(-c3cccnc3)nc2n(C)c1=O	-2.5	8.3	1.1	2.4	-0.1	12.8	3.8	-0.1	13.2

(continued)
SMILES	Ba/F3 V617F tox	CHOP inhibitor	TRPN1 ag	BaF3 parental	TRPML3 agonist	RBBP9 inh	Wee1 stabilizer	TNF death inh	PPC-1+TRAIL kill
CN(C)S(=O)(=O)c1ccc(Nc2ccc(-c3ccc4c(c3)OCCO4)nn2)cc1	-0.4	17.9	0.7	3.5	0.4	-2.9	1.5	1.5	20.7
CCc1ccc(Nc2nnc(SC3CCOC3=O)s2)cc1 (centres undefined)	-4.3	20.9	-1.0	0.9	0.0	-1.8	-1.7	0.5	9.3
Cc1cc(NC(=O)c2cc(-c3cccs3)on2)nn1Cc1ccc(Cl)cc1	-5.1	44.2	0.6	1.3	-0.4	1.1	5.9	-0.4	-0.2
CCC(C)NC(=O)CNC(=S)N(Cc1ccccc1)Cc1cccnc1 (centres undefined)	1.4	14.8	1.3	5.1	0.6	-8.8	-2.2	1.9	3.7
Cc1ccc(N/C(N)=N/c2nc(C)cc(C)n2)cc1	-1.5	9.6	8.9	3.5	14.7*	-2.7	-2.7	1.9	10.1
N/C(=N\OS(=O)(=O)c1ccc(Br)cc1)c1ccncc1	2.2	7.1	0.3	2.0	1.4	-10.6	-2.0	-1.0	-25.8
CCN(CC)S(=O)(=O)c1c(Br)cc(C)cc1Br	-1.6	38.1	-0.9	2.6	6.4	0.5	1.5	-2.9	3.7
CCC(C)(C#CCN1CCCCC1)OCCC#N (centres undefined)	-2.3	11.7	0.2	1.4	0.7	-6.6	-0.4	1.1	-0.6
Cc1cc(C)c([N+](=O)[O-])cc1NC(=O)CCSc1ccccc1Cl	-1.4	67.6	-2.1	5.9	-0.3	2.2	-0.5	1.8	-5.2
Cc1ccc2nc(-c3cccnc3SCC(=O)N3c4ccccc4CC3C)[nH]c2c1 (centres undefined)	-1.7	-17.0	-0.7	2.2	-0.3	-6.8	-1.5	-2.6	16.8
CC(C)C(=O)NNc1ccc(C(F)(F)F)cn1	-3.1	5.7	2.0	1.0	0.1	3.6	-2.1	5.4	-2.9
Cc1cc(NC(=O)CC2(CC(=O)O)CCCC2)n(C)n1	0.5	6.5	-0.4	1.1	0.4	-7.2	2.7	1.9	17.3
CCC(=O)N(CC(=O)Nc1sc(C)c(C)c1C(N)=O)C1CCCCC1	5.4	2.8	-0.2	3.6	0.5	-12.7	0.1	-1.7	-5.4
Fc1cccc(Cl)c1CNc1ccc(N2CCCC2)cc1	-0.4	-15.4	-0.8	-2.0	0.4	-4.0	-0.1	-5.6	11.0
Cc1nc(SC(C(=O)c2ccccc2)c2ccccc2)n[nH]1 (centres undefined)	-1.8	11.4	-1.2	4.8	-1.5	-3.8	1.3	-1.7	-3.4
COc1cc(OC)c(C2=NOC(C(=O)N3CCc4ccccc4C3)C2)cc1Cl (centres undefined)	-0.5	-7.5	0.6	6.7	-0.1	-8.2	0.4	-0.6	12.8
CCC(C)NC(=O)C1CCCN(S(=O)(=O)c2ccc(-n3cnnn3)cc2)C1 (centres undefined)	-0.6	16.0	-0.1	4.3	1.2	-6.2	1.9	-0.9	2.0
CC(C)Cn1c(SCC(=O)N2CCc3ccccc3C2)nc2cc(Cl)ccc2c1=O	-2.1	46.2	0.6	2.3	0.5	-1.6	-2.0	2.8	29.5
COc1ccccc1CNC(=O)CCC(=O)Nc1nnc(C)s1	1.8	-8.7	1.3	4.5	0.2	-4.1	2.4	-1.1	5.7
CCC(O)CNc1nc(SC)nc2sc3c(c12)CCN(C)C3 (centres undefined)	-2.3	3.8	0.3	57.4*	1.0	-2.4	1.2	3.1	.
O=C(c1ccccc1F)N(Cc1nc2ccccc2c(=O)[nH]1)C1CCCC1	0.4	8.0	-1.2	0.0	-0.8	-12.5	4.0	-0.2	5.1
CC(=O)c1cccc(CN2CCN(Cc3ccc(F)cc3)C(CCO)C2)c1 (centres undefined)	-0.6	-0.9	-0.1	5.2	1.3	-6.5	-0.9	1.0	0.2
CCCCOc1cccc(C(=O)O)c1	2.0	13.7	0.3	4.6	0.7	-4.9	1.9	-3.7	7.6
COc1cc(CNc2ncn[nH]2)cc(Br)c1OC	-4.9	-7.5	1.1	2.3	0.6	-7.3	-2.9	-1.4	-4.6
Cc1cccc(C)c1NC(=O)C(c1ccccc1)N1CCC1=O (centres undefined)	3.7	-10.3	1.2	-1.6	1.1	-11.8	0.7	-0.7	5.4
CCn1c(C)nc2cc(OC)ccc21	-3.8	-4.8	0.9	7.7	0.2	-6.0	-2.9	1.8	28.1
CSc1ccc(CN(C)CC(=O)Nc2cccc(Br)c2)cc1	-0.6	53.8	-1.4	5.3	-0.1	2.3	-1.7	3.0	23.9
O=C(N1CCOCC1)N1CCCN(C(=O)N2CCOCC2)CC1	0.5	-0.7	-0.4	3.1	0.3	-2.4	-1.9	0.0	10.8
CC(C)c1cc(C(=O)Nc2cccc(C(F)(F)F)c2)no1	1.0	24.2	-0.9	4.7	0.1	-10.2	-2.7	2.0	14.9
Cc1cc(/C=C(/C#N)c2cccc(F)c2)c(C)n1-c1cccnc1	-3.2	30.6	-0.4	-2.0	-1.0	-4.0	-0.8	1.2	16.6
CNC(=O)C1CC(=O)N(Cc2ccc3c(c2)OCO3)C(=Nc2ccc(OC)cc2)S1 (centres undefined)	-0.4	24.4	-0.1	3.6	0.3	-4.0	5.0	-3.5	28.2
CCCCCC(=O)c1ccc(O)cc1O	0.0	36.7	-1.3	-1.6	0.2	-12.7	2.5	-0.1	16.2
CCOc1ccccc1NC(=O)Cc1c(F)cccc1Cl	0.8	21.6	-2.5	7.2	-0.6	-5.7	-2.8	2.2	14.6
Cc1ccnc(NS(=O)(=O)c2ccc(NC(=O)C34CC5CC(C)(CC(C)(C5)C3)C4)cc2)n1	-6.3	-1.3	2.8	-0.6	-0.3	-0.6	-1.3	0.4	3.1
COc1ccc(NC(=O)c2ccc(COCC(F)(F)C(F)F)cc2)cc1	-0.8	-3.8	6.7	1.2	2.0	-2.9	3.0	3.0	15.2
COc1cccc2cc(C(=O)NCc3ccco3)c(=Nc3ccc(C(=O)O)cc3)oc12	-4.2	-27.2	-0.7	-0.2	0.3	-2.8	-0.9	-1.6	-0.2
O=C(O)c1ccc(Sc2ccccn2)c([N+](=O)[O-])c1	-2.4	13.2	0.9	-3.9	1.2	-0.3	-1.8	-0.1	-4.6
O=C(CSCc1c(F)cccc1Cl)NCc1ccncc1	-0.7	10.8	-1.4	4.2	-0.9	-5.7	-1.3	0.6	3.6
CCOC(=O)c1ccc(NC(=O)Cn2nnc(-c3ccccc3)n2)cc1	5.3	61.1	1.8	1.3	0.2	-6.4	5.7	1.6	5.3
COc1ccc(Cc2nnc(NC(=O)c3ccccc3[N+](=O)[O-])s2)cc1	5.0	17.4	0.7	5.6	0.1	-5.8	-2.9	-0.6	8.3
COc1ccc(CC(=O)NNC(=S)NCC2CC2)cc1OC	-4.6	11.9	-0.7	-1.7	1.1	-3.2	0.9	3.8	-1.0
N=c1c2c(-c3ccccc3)c(-c3ccccc3)n(Cc3ccco3)c2ncn1CCN1CCOCC1	1.2	14.4	-0.2	4.7	1.6	-6.7	0.1	-13.7	11.9
CCCC(=O)C1=C(N2CCCC2)CC(C)(C)C(C(=O)OC)C1=O (centres undefined)	-6.8	4.2	1.6	2.1	-0.3	5.3	-0.8	1.2	19.4
CCOc1ccc(N2CC(C(=O)OCC(=O)NCc3ccccc3)CC2=O)cc1 (centres undefined)	-2.0	-7.0	0.6	3.0	-0.9	-1.2	-1.8	-2.2	9.9
Cc1ccc(C(=O)N/C(=C\c2sccc2C)C(=O)NCc2ccco2)cc1	2.1	3.1	1.0	4.6	0.5	5.6	3.1	-2.9	14.3
O=C(OCC(=O)N1CCc2ccccc21)c1ccc(Cl)nc1	0.2	-17.9	-0.2	7.8	-0.8	-5.5	-2.5	-0.4	5.8
O=C(O)c1ccn(COc2ccc(Br)cc2)n1	0.7	17.7	0.5	6.7	1.2	-3.1	-2.6	-0.4	-6.4
COc1ccc(O)c(C(=O)c2cnc3c(c2)c(-c2ccc(F)cc2)c(C#N)c(=O)n3C)c1	5.9	-2.7	-2.1	14.4	-1.6	-4.6	9.7*	-0.2	24.6
